PPC-1+TRAIL kill: PPC-1 cancer cell killing with TRAIL present | PPC-1 cells + TRAIL, ATPLite viability luminescence | cell killing (% activity), % at 4 µM | 220,000 compounds, 0.41% hits | AID 1443;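 active = cell killing above 50% in the first pass at 4 µM, then a duplicate retest at 5 µM averaging 50% or more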;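 note: plate controls were cells with TRAIL plus DMSO for no effect and medium-only wells lacking cells for full effect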
TRPN1 ag: agonists of zebrafish TRPN1 channel. activation, % at 3 µM. HEK293 zebrafish TRPN1-YFP, Fluo-8 calcium fluorescence; 100% = response to 87 µM carbachol. 220,000 compounds, 0.18% hits;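 active = activation above its plate's cutoff, the mean activation of test wells on that plate plus 3 SD, cut at about 19% in these data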;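 note: 0% = DMSO alone and 100% = 87 µM carbachol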
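Assay system: Zebrafish TRPN1-YFP in HEK293 cells | Incubation: Dye loading 1 h at 37 °C, then 30 min room temperature | Measured by: Kinetic Fluo-8 fluorescence, ex 470-495, em 515-575 nm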
TRPML3 ag: human mucolipin-3 channel agonism; Q8TDD5; HEK293 TRPML3-YFP, Fluo-8 calcium fluorescence; 100% = the carbachol control signal; activation, % at 3 µM; 220,000 compounds, 0.29% hits; AID 1448;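 active = activation above its plate's cutoff, the mean activation of the plate's test wells plus 3 SD, cut at about 12% in these data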;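 note: 0% = DMSO only wells and 100% = carbachol wells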
Target sequence (Q8TDD5 whole entry, looked up): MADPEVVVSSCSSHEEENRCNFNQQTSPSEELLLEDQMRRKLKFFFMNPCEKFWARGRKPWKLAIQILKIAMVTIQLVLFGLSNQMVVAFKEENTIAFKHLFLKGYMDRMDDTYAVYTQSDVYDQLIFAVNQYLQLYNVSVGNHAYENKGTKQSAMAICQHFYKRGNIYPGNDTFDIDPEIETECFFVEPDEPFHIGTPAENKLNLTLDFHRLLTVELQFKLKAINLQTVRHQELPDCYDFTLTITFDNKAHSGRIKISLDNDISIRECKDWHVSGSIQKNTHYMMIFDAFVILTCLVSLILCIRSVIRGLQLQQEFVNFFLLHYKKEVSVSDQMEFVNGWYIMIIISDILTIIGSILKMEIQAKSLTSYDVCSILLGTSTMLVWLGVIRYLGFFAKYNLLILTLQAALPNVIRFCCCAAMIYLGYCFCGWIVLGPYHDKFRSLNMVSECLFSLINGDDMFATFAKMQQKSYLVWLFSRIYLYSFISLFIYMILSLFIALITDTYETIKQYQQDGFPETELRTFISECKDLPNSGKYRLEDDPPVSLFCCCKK
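Material: TRPML3-YFP stable HEK293 cells | Dosing: One concentration, 3 µM nominal, 0.3% DMSO | Timing: 125 s total fluorescence read per well | Technique: Fluo-8 calcium dye fluorescence, ex 470-495, em 515-575 nm | Measure: Percent activation from peak-to-basal fluorescence ratio, scaled between DMSO and carbachol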
EBV gp42 inh: blocks Epstein-Barr virus glycoprotein 42 binding; Fluorescence polarization binding assay, mP read-out; AID 1085; 220,000 compounds, 0.42% hits; Q1HVG2; inhibition, % (tested at 21.74 µM); in the data active = inhibition above about 50%
Target sequence (Q1HVG2 whole entry, looked up): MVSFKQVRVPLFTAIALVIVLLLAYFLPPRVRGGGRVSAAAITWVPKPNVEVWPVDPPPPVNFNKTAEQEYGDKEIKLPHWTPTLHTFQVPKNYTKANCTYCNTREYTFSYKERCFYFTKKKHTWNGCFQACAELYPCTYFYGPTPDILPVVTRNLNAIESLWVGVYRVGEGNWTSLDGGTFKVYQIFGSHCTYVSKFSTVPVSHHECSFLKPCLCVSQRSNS
KCC2 mod: modulators of human KCC2 chloride dependent transport. Q9H2X9. KCC2 cells, thallium flux FluoZin-2 fluorescence. B-score of Tl+ flux slope (higher = more flux/activation; lower = inhibition) at 10 µM. 190,000 compounds, 2.2% hits. AID 1456;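 active = thallium flux slope and its plate-corrected score both differing from the plate sample mean at a set confidence after two filtering rounds, in either direction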;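 note: slope of fluorescence scaled to starting intensity during 10 to 20 s after thallium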
Furin inh: inhibitors of human furin | inhibition, % at 30 µM | 220,000 compounds, 0.061% hits | P09958 | purified furin, fluorogenic substrate cleavage; in the data active = inhibition above about 25%; note: inactives centre near -15
m-calpain inh: blocks pig calpain II enzyme activity; purified calpain II, fluorogenic peptide substrate, 30 min; inhibition, % at 16 µM; 220,000 compounds, 0.37% hits; AID 1236;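 active = inhibition above about 50%, limit read from the data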
Tb hexokinase: T. brucei hexokinase 1 inhibition; recombinant TbHK1, G6PDH-coupled NADH A340; inhibition, % at 10 µM; 220,000 compounds, 0.11% hits; AID 1430;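 active = inhibition of 50% or more in the single-dose primary screen; inactive = inhibition below 50%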
Thrombin inh: thrombin (human) inhibition | P00734 | alpha-thrombin, Boc-VPR-AMC fluorogenic substrate cleavage | inhibition, % at 5 µM | 220,000 compounds, 0.26% hits;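 active = inhibition at or above 40%; inactive = inhibition below 40%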;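 note: 0% = enzyme with no compound and 100% = wells without enzyme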
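System – human alpha-thrombin · Medium – pH 7.5 Tris (50 mM) with NaCl 150 mM, Tween 20 0.05% · Compound – single-point dosing at 5 µM, 0.2% DMSO · Incubation – enzyme reaction carried out at room temperature · Technique – fluorescence of released AMC, ex 355 nm, em 460 nm · Read-out basis – % inhibition of thrombin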
Starred values were filed as active, the others as inactive; i = inactive; nt = not tested or not shown; [ ] = remark or other dose.

Value order – PPC-1+TRAIL kill, EBV gp42 inh, TRPML3 ag, m-calpain inh, KCC2 mod, Tb hexokinase, TRPN1 ag, Thrombin inh, Furin inh
CCN(CC)CCCNC(=O)C(C)n1c2ccccc2c2nc(=O)cc(C)n21 (stereo not drawn)
    6, -18, -0.5, 7, 0.095, -1, 1.3, 13, 5
COc1ccccc1N1CCN(Cc2cccs2)CC1
    17, -22, 0.5, -19, -0.036, -9, -0.4, -4, -11[20 µM]
COCCNc1oc(COc2cccc(C)c2)nc1C#N
    -7, -14, -0.3, 13, nt, 11, 0.1, 3, 5[20 µM]
CCOC(=O)c1cc2n(c1/N=C/N(C)C)-c1ccccc1C2=O
    7, 151*, 0.6, -12, i, -3, 1.2, 4, -11[20 µM]
O=[N+]([O-])c1cc(S(=O)(=O)N2CCCC2)ccc1N/N=C/c1ccccn1
    14, -3, 0.5, -16, 0.035, -10, 0.2, -2, -30
CC(=O)c1sc(NC(=O)c2ccccc2F)nc1C
    27, -7, 0.0, -15, nt, -32, -0.2, -10, 6
O=C(CCCCCn1c(SCc2ccncc2)nc2ccccc2c1=O)NCc1ccco1
    17, 15, -0.5, -6, nt, 4, -3.2, -3, -14[20 µM]
O=C(COC(=O)c1cnccn1)c1ccc(Cl)c([N+](=O)[O-])c1
    11, -9, 0.6, -32, -0.4, -5, -0.6, -5, -18
O=C(Cn1nnc(-c2cc(Cl)ccc2-n2cnnn2)n1)N1CCCc2ccccc21
    3, -3, 1.3, -33, -0.047, 4, 0.5, 13, -8[20 µM]
CCCCNCc1cc(Br)c(OCC(=O)N2CCOCC2)c(OC)c1
    -6, 3, 0.6, 20, 1.3, 0, 1.4, -6, -29
CCOC(=O)c1ccccc1NC(=O)CSc1nnnn1C1CCCCC1
    3, -14, 0.1, 4, nt, 11, -1.2, -3, -6
CCC(=O)Nc1ccc(NC(=O)CSc2nnc(-c3ccc(O)cc3)n2CC2CCCO2)cc1 (stereo not drawn)
    -6, -8, 0.1, 25, -0.72, 7, 0.3, nt, 0
Nc1nncn1C(=O)c1c(Cl)cccc1Cl
    9, -17, 1.8, -3, -0.77, -4, -0.7, -6, -13[20 µM]
CCN1CCC(NC(=O)c2cc(OC)c(OC)cc2OC)CC1
    10, -17, 1.0, -26, 0.58, 3, 1.8, 2, -31[20 µM]
Cc1ccc(NC2OC(CO)C(O)C2O)cc1[N+](=O)[O-] (stereo not drawn)
    7, 2, 0.2, 85*, -0.61, 1, 0.2, 1, -3
O=C(N/N=C/c1ccc(OC(F)F)cc1OC(F)F)c1ccc(Br)cc1
    4, -13, 0.4, 16, -1.3, -1, -0.8, -7, -26
Cc1ccc(S(=O)(=O)N2CCN(CC(=O)N/N=C\c3ccncc3)CC2)cc1
    0, -8, 0.5, -27, 0.044, -1, -1.0, -8, -24
Cc1cc(C)c(S(=O)(=O)Nc2nnc(C)s2)c(C)c1
    -10, 1, 0.2, -2, nt, 9, 1.7, -2, -13
COc1cc(C(=O)NCCOc2cc(C)cc(C)c2)c(Br)c(OC)c1OC
    -4, -3, -2.1, -32, -0.68, -7, -3.3, 22, -16[20 µM]
C/C(=N\NC(=O)C1CC1c1ccccc1)c1ccc(C)s1 (stereo not drawn)
    3, -4, 0.2, -6, 0.38, -5, 0.0, 2, -13[20 µM]
O=C(NNC(=S)Nc1ccc(Cl)cc1Cl)C1CC1
    15, 1, 0.8, -11, 0.24, 8, 2.7, -4, -28
CC(c1nc2ccccc2c(=O)[nH]1)N(C)c1ccc2ccccc2c1 (stereo not drawn)
    9, 6, 0.5, 0, 0.7, 17, -1.2, -10, -3
Cc1cc(C)cc(N(C(=O)c2cccs2)C2C=CS(=O)(=O)C2)c1 (stereo not drawn)
    -17, -2, 0.5, -19, -0.018, -3, 0.4, 0, -26
C/C(=N\NC(N)=S)c1ccc(-n2ccnc2)cc1
    -3, -11, 0.8, -309, -0.025, -22, 1.3, -2, -23
O=C(NCCN1CCN(c2ccccc2F)CC1)C1c2ccccc2C(=O)N2CCc3ccccc3C12 (stereo not drawn)
    -2, -12, -0.3, -31, -1.3, -8, 0.6, 3, -17
COc1ccccc1C(C[N+](=O)[O-])c1c(N)n(C)c(=O)n(C)c1=O (stereo not drawn)
    10, -19, 1.3, -11, -3.5, -13, 0.6, 3, -25
CN(c1ccccc1)S(=O)(=O)c1cccc(C(=O)NNC(=O)c2ccccc2)c1
    17, 5, 4.0, -14, 0.16, -6, 5.4, -8, -24
COc1ccc(/C=C/C(=O)OCC(=O)Nc2ccc(S(N)(=O)=O)cc2)cc1OC
    3, -14, 1.5, -77, nt, -13, 2.9, -7, -11
Cn1c(O)c(N=NC(=O)c2cc(-c3cccs3)nc3ccccc23)c2ccccc21
    24, 11, 1.1, -20, -0.23, -22, -0.3, -4, -11
C=CCN(c1ccc(C(=O)N2CCN(c3ccc(F)cc3)CC2)cc1)S(C)(=O)=O
    4, -11, 1.5, -17, -1.6, -11, 0.2, 0, -20[20 µM]

(more compounds)
Value order – PPC-1+TRAIL kill, EBV gp42 inh, TRPML3 ag, m-calpain inh, KCC2 mod, Tb hexokinase, TRPN1 ag, Thrombin inh, Furin inh
CCCS(=O)(=O)N1CCCC(C(=O)NCCCN(C)c2ccccc2)C1 (stereo not drawn)
    -36, nt, -0.6, nt, -1.4, -2, -0.5, 3, -17
CNC(=S)N/N=C1\C(=O)c2cccc3cccc1c23
    22, 19, 0.1, -11, 43*, -3, -1.5, 2, 9[20 µM]
CC(Sc1ccc(Cl)cc1)C(=O)NCc1cccnc1 (stereo not drawn)
    -21, -5, 0.5, 10, 0.21, -3, -0.1, -13, -17[20 µM]
CN(C)CCCN1C(=O)C(O)=C(C(=O)c2cc3ccccc3o2)C1c1ccccc1 (stereo not drawn)
    -12, -1, 0.3, 18, nt, -14, 0.7, 1, 1
COc1ccc(-n2c(CNC(=O)c3cc(OC)c(OC)c(OC)c3)n[nH]c2=S)cc1
    15, -27, 0.6, 9, 0.53, 44, 1.5, 3, -4
COC(=O)/C(=N/Nc1ccccc1C)Sc1nnc(C(O)c2ccccc2)n1-c1ccccc1 (stereo not drawn)
    23, -14, 0.5, 7, 0.38, 0, 1.6, 4, -24
Cc1c(NC(=O)Nc2ccccc2Cl)c(=O)n(-c2ccccc2)n1C
    -3, -4, 0.6, 16, -0.091, -1, 0.5, -2, -25
Cc1cc(C(F)(F)F)n(-c2nc(C(=O)O)cs2)n1
    20, -10, 0.5, 2, -0.94, 7, 1.1, -5, -4
O=C1CN(C(=O)COc2ccc(Br)cc2F)c2ccccc2N1
    13, -11, 0.2, -3, -1.5, -4, -0.4, 9, -11
COc1cccc(C(=O)N2CCC(O)(c3cccnc3)CC2)c1
    2, -10, 1.4, 7, nt, -6, 0.8, -3, -10
Oc1ccc(-c2csc(-c3cccnc3)n2)c(O)c1
    1, -2, -0.1, -11, -1.6, 2, -2.5, -6, -24
COc1cc(C(=O)N(CCCO)Cc2cc3ccc(C)c(C)c3[nH]c2=O)cc(OC)c1OC
    1, -15, 0.4, -19, -0.84, -17, 0.3, -7, -17
OC(CNCc1ccco1)Cn1c2ccc(Br)cc2c2cc(Br)ccc21 (stereo not drawn)
    20, -8, 1.0, 11, -0.028, -5, -0.9, 3, -15[20 µM]
O=C(COc1ccc2ccccc2c1)NNC(=O)c1cccs1
    -21, -13, -0.2, 17, -2.6, 1, -0.1, -5, -18
CCOC(=O)C1=C(C)NC(C)=C(C(=O)OCC)C1c1cc2ccc(C)cc2[nH]c1=O
    7, -7, -1.0, -163, -1.1, 2, -0.2, -2, -12
Cc1cc(C)cc(C(=O)NCC(=O)OCc2cc([N+](=O)[O-])cc3c2OCOC3)c1
    -9, -2, 0.4, 14, 0.021, -5, 0.0, -3, -18
NC(=O)Nc1ccc(C(=O)OCC(=O)Nc2ccc(Cl)cn2)cc1
    14, -9, 0.7, -5, -1.1, 0, 2.0, -2, -12
CC(CC(=O)Nc1ccncc1)c1ccccc1 (stereo not drawn)
    15, -8, 0.8, 11, nt, -7, 0.2, 14, -25
CC(Sc1nnc(-c2cccs2)n1-c1ccccc1)C(=O)NCc1ccco1 (stereo not drawn)
    25, -14, 0.1, -27, nt, 2, 0.1, -3, -3[20 µM]
CCOc1ccc(NS(=O)(=O)c2cnc(Cl)c(Cl)c2)cc1
    12, 2, 0.5, 19, -0.65, -1, -0.5, -8, -15
CC1(C)CCCC2=C1CC1C(=O)N(O)C(=O)C1C2 (stereo not drawn)
    -3, 2, 0.4, 1, nt, 3, -0.9, -5, -10
O=S(=O)(NCCSc1ccccn1)c1ccc(Br)cc1
    17, -5, -0.6, -14, -0.17, -4, -0.8, -12, -26
CNC(=O)c1ccccc1NC(=O)c1c(O)c2c([nH]c1=O)CCCC2
    8, -10, 0.2, 18, -0.93, 6, 1.7, 6, -15[20 µM]
O=Cc1ccc(Sc2nnc(-c3ccccc3)o2)c([N+](=O)[O-])c1
    12, -11, 0.1, -18, -0.14, 37, -1.0, 1, -14[20 µM]
COc1ccc(CNC(=O)CCCNS(=O)(=O)c2cccc3nonc23)cc1
    11, -10, 0.3, -1, -0.051, 4, 0.9, -5, -16
COc1ccc(CCN2CC(C(=O)NCCc3ccccc3)CC2=O)cc1OC (stereo not drawn)
    10, 12, 0.1, -56, -0.17, -2, 0.6, 6, -11
CCn1c(SCC(=O)Nc2ccc(NC(C)=O)cc2)nnc1C1CC1
    17, 4, 0.0, -9, -0.38, 7, 1.0, -6, -29
O=C(COC(=O)c1ccc(Sc2ccccc2)c([N+](=O)[O-])c1)NC1CCS(=O)(=O)C1 (stereo not drawn)
    -6, -19, 0.8, -21, -3, -10, 1.3, 3, -20
CCOc1cc(-c2noc(CCC(=O)N3CCOCC3)n2)ccc1OC
    -1, -20, -0.3, 1, -4.1, 4, -0.5, -2, -23
COc1cc(NC(=O)CSc2nnnn2Cc2ccc3c(c2)OCO3)cc(OC)c1
    -10, -22, -0.1, 41, 0.53, -4, -1.1, -4, -10[20 µM]

Brought forward from above: 4 compounds, followed by the next part.
Value order – PPC-1+TRAIL kill, EBV gp42 inh, TRPML3 ag, m-calpain inh, KCC2 mod, Tb hexokinase, TRPN1 ag, Thrombin inh, Furin inh
CCn1c(SCC(=O)Nc2ccc(NC(C)=O)cc2)nnc1C1CC1
    17, 4, 0.0, -9, -0.38, 7, 1.0, -6, -29
O=C(COC(=O)c1ccc(Sc2ccccc2)c([N+](=O)[O-])c1)NC1CCS(=O)(=O)C1 (stereo not drawn)
    -6, -19, 0.8, -21, -3, -10, 1.3, 3, -20
CCOc1cc(-c2noc(CCC(=O)N3CCOCC3)n2)ccc1OC
    -1, -20, -0.3, 1, -4.1, 4, -0.5, -2, -23
COc1cc(NC(=O)CSc2nnnn2Cc2ccc3c(c2)OCO3)cc(OC)c1
    -10, -22, -0.1, 41, 0.53, -4, -1.1, -4, -10[20 µM]
Oc1ccc(NC(=S)Nc2ccc(O)cc2)cc1
    3, -18, 0.6, -33, 1, 1, -0.5, -3, -8
O=C(C1CCN(S(=O)(=O)N2CCCCC2)CC1)N1CCCCC1
    19, 18, 0.9, 13, i, -1, 1.6, -4, -13
CCCN(CCC)c1nc2ccccc2nc1C(C#N)C(=O)OCCOC (stereo not drawn)
    10, -8, -0.2, -92, -0.67, -5, -1.6, 4, 1
Cc1cccc(NC(=O)C2NC(=O)CC2c2ccccc2)c1C (stereo not drawn)
    11, -19, 0.1, -10, nt, 2, -0.3, -2, -4
O=C(CSc1nccc(=O)[nH]1)Nc1ccccc1Sc1ccccc1
    11, -6, 0.4, -2, nt, -1, 0.3, -2, -16

Compound activity as filed in PubChem.
